Source: PubChem BioAssay (several laboratories)
NPY2 pot ag: potentiators or agonists of human neuropeptide Y receptor Y2. cells expressing NPY-Y2, potentiator/agonist read-out. 220,000 compounds, 0.45% hits. activation, % at 3.6 µM; in the data active = activation above about 27%;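 note: cells stimulated with NPY near EC25 plus isoproterenol at EC100; 0% = vehicle plus submaximal agonist and 100% = vehicle plus saturating agonist; some results beyond the cut were filed as inactive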
Target sequence (P49146 whole entry, looked up): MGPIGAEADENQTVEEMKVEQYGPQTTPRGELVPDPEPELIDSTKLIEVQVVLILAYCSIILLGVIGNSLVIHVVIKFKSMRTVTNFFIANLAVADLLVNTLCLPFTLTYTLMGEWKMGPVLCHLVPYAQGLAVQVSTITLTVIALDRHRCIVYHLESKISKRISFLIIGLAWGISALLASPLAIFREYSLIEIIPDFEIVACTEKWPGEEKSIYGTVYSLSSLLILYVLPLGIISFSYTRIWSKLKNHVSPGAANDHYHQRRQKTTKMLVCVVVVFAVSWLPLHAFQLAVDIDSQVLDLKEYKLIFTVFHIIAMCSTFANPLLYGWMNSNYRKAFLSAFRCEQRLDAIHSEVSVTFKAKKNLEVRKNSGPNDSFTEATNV
eIF4E-4G inh: eIF4E/eIF4G interaction inhibition in translation initiation; P63073+Q04637; AID 782; inhibition, % at 21.7 µM; TR-FRET eIF4E-eIF4GI(517-606) binding, 2 h; 220,000 compounds, 0.37% hits;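 active = inhibition above about 30%, limit read from the data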;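 note: 0% = full FRET control wells and 100% = background wells lacking eIF4GI fragment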
Ba/F3 V617F tox: reduce viability of Ba/F3 cells dependent on JAK2V617F | Ba/F3 EpoR-JAK2V617F viability, ATP luminescence | inhibition, % at 5.6 µM | 220,000 compounds, 1.1% hits | AID 1446;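 active = inhibition above the campaign mean plus 3 SD over all tested compounds, cut at about 24% in these data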;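 note: cytokine-independent growth of Ba/F3 cells driven by EpoR plus mutant JAK2; 0% = DMSO-treated cells and 100% = JAK inhibitor I control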
Wee1 degr inh: blocks degradation of human Wee1 kinase. P30291. HeLa Luc-Wee1K328M stability, luciferase luminescence; 100% = proteasome inhibitor MG132 effect. reporter increase, % at 5 µM. 220,000 compounds, 1.2% hits. AID 1321;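 active = activation above the mean of all tested compounds plus 3 SD, set per screening run, cut at about 8.8% in these data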;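 note: cells exposed to compound for 20 h before luminescence read; 0% = DMSO alone and 100% = MG132 at 30 µM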
S1P4 antagonist: antagonists of human S1P4 receptor; O95977; S1P4-expressing cells, antagonist mode, reporter read-out; inhibition, % at 4.98 µM; 220,000 compounds, 0.26% hits; AID 1510; in the data active = inhibition above about 29%;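 note: 0% = wells stimulated with agonist and 100% = vehicle wells without agonist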
Target sequence (O95977 whole entry, looked up): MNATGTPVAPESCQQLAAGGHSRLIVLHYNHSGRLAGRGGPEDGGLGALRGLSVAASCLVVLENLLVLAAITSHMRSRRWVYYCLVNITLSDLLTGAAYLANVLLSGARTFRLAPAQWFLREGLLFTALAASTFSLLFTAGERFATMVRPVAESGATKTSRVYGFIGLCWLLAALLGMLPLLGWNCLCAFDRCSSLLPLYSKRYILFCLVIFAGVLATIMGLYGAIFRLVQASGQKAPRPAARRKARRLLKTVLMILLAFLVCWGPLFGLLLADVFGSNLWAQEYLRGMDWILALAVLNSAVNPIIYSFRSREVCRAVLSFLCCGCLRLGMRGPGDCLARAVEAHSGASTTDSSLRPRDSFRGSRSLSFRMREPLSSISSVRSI
BaF3 parental: reduces parental Ba/F3 cell viability, JAK2V617F counter-screen | CellTiter-Glo ATP luminescence | inhibition, % at 5.6 µM | 220,000 compounds, 1.1% hits | AID 1486;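 active = inhibition above a per-campaign cutoff, the mean inhibition of all tested compounds plus 3 SD, cut at about 27% in these data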;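 note: 0% = DMSO wells and 100% = JAK Inhibitor I control wells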
PERK inh: human PERK inhibition, primary cell-based screen; Q9NZJ5; 220,000 compounds, 0.17% hits; CHO PERK-DD fusion, SEAP luminescence translation reporter; inhibition, % at 5.6 µM;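 active = inhibition above the mean inhibition of all tested compounds plus 3 SD, set separately per screening campaign, cut at about 2.9% in these data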;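 note: PERK kinase domain activated by AP20187 dimerizer at 100 nM; 0% = DMSO with dimerizer and 100% = rapamycin at 8.4 µM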
MDM2 E3 inh: Mdm2 E3 ligase (human) inhibition; 210,000 compounds, 0.11% hits; cell-based MDM2 ubiquitination luciferase reporter, 2 h; 0 = plate control, 100 = twice control, blank-subtracted; signal enhancement, % at 5 µM; Q00987;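 active = signal enhancement of 30% or more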;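 note: luminescence tracks abundance of the self-degrading MDM2-luciferase fusion protein; higher signal means inhibition of MDM2 E3 ligase activity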
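Material: stable MDM2–luciferase fusion reporter cells / Quantity: 2000 cells/well / Dosing: single 5 µM compound dose, 0.2% final DMSO / Buffer or medium: DMEM / Schedule: 4 h cell settling then 2 h compound exposure, 37 °C / Detection: luminescence with SteadyLite reagent, 15 min at room temperature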
S1P4 agonist: activates the human S1P4 receptor; activation, % at 4.98 µM; 220,000 compounds, 0.35% hits; S1P4-expressing cell line, agonist reporter assay; O95977; AID 1509; in the data active = activation above about 11%;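 note: 0% = DMSO vehicle and 100% = reference agonist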
Active calls of the source: *; . = not tested or not shown; [ ] = another dose, or the depositor's remark.

Compound	NPY2 pot ag	eIF4E-4G inh	Ba/F3 V617F tox	Wee1 degr inh	S1P4 antagonist	BaF3 parental	PERK inh	MDM2 E3 inh	S1P4 agonist
Cc1ccc(CNC(=O)c2cc3c(s2)CN(Cc2ccccc2)C3)cc1	7	3	0	-3	-5	4	1.4	-17	2.3
CCC(=O)N1CCc2cc(S(=O)(=O)NC(C(=O)NCc3ccc(C)cc3)C(C)C)ccc21 (centres undefined)	-4	-2	-3	-2	3	3	0.8	-16	0.7
O=C(O)c1ccccc1-c1nc2ccccc2n1-c1ccccc1	2	19[fluorescence artefact?]	-1	4	-23	3	1.1	13	1.4
Cc1ccc(NC(=O)c2cc(N3C(=O)C4CCCCC4C3=O)ccc2N2CCOCC2)cc1 (centres undefined)	0	2	0	-1	-5	0	0.2	-4	0.3
Cc1ccccc1-c1nn2c(-c3ccccc3)nnc2s1	-16	5	2	-4	-24	5	-0.5	-6	0.2
S=C(NCc1cccs1)Nc1cccc2ccccc12	3	-2	0	-1	-3	10	2.2	-23	1.1
O=C(c1cccc2ccccc12)N1CCN(c2ccccc2F)CC1	-11	1	2	3	-15	10	-0.8	-8	0.1
CCOc1ccccc1N(CC(=O)NCCSc1ccccc1)S(C)(=O)=O	1	-1	-5	9.1*	-28	1	0.2	-5	2.0
Cc1ccc(-c2nnn(CC(=O)N(Cc3cccs3)C(C(=O)NC3CCCC3)c3ccncc3)n2)cc1 (centres undefined)	-21	-2	0	-2	2	3	-1.5	.	-1.2
CCOc1ccccc1N1CCN(S(=O)(=O)CC)CC1	13	2	-3	2	-1	1	0.5	-2	0.1
CCCc1cc(C(=O)Nc2sc3c(c2C(=O)OCC)CCCC3)no1	-24	0	3	-3	-5	6	0.9	-4	-2.8
CC[n+]1c(/C=C2/C=C(C)CC(C)C2)sc2ccccc21 (centres undefined)	-13	-1	60*	4	-21	55*	0.6	-23	1.9
Cc1cc(CNC(=O)Cn2nc(C)c([N+](=O)[O-])c2C)c2ccccc2n1	5	1	-2	-3	21	11	-0.1	-2	0.2
Cc1cc(C)cc(C(=O)NCC(=O)OCC(=O)N2CCN(S(=O)(=O)c3ccc4ccccc4c3)CC2)c1	8	17	-1	4	2	7	1.9	6	0.6
COc1ccccc1N1CCN(C(=O)Cn2cnc3c2c(=O)n(C)c(=O)n3C)CC1	-17	6	-3	4	7	3	1.2	-7	-0.5
C#CCOCCOCCOCCNc1nc(N2CCN(C(=O)C(Cc3cc4ccccc4[nH]3)n3cc(C(N)Cc4ccc(O)cc4)nn3)CC2)nc(N2CCN(C(=O)C(Cc3cc4ccccc4[nH]3)n3cc(C(N)Cc4ccc(O)cc4)nn3)CC2)n1 (centres undefined)	-7	-12	0	2	-17	2	0.5	.	0.3
COc1ccc(CC(=O)N2N=C(C)CC2(O)c2cccnc2)cc1 (centres undefined)	-5	-3	0	3	-3	1	-0.1	-16	-2.0
CC(=O)NC(Cc1ccccc1C)C(=O)NC1CCN(C(=O)c2cccc(C)c2)CC1 (centres undefined)	-9	0	-1	0	-8	3	0.1	-11	0.3
O=c1[nH]c2ccc(NC(=S)Nc3ccccc3)cc2[nH]1	-23	0	2	4	-7	-2	0.8	-13	-1.6
O=C(O)c1ccccc1SC1CC(=O)N(c2cccc3ccccc23)C1=O (centres undefined)	3	-1	1	-3	4	0	0.6	-4	-0.4
Cc1nc(NC(C)c2ccccc2)c2oc3ccccc3c2n1 (centres undefined)	-14	0	2	-1	9	35*	-1.1	-23	-2.4
Cc1ccc(OCC(=O)NNC(=O)C(C)Sc2ncnc3sc(C)c(C)c23)cc1 (centres undefined)	-33	-4	1	-3	-11	5	-0.4	6	-3.2
COc1ccc(C(C)C)cc1S(=O)(=O)N1CC(C)OC(C)C1 (centres undefined)	2	-1	-2	-3	-9	0	0.7	-12	1.1
COc1cc(C(C(=O)NC2CCCCC2)N(C(=O)Cc2c[nH]c3ccccc23)c2ccc(C)cc2)cc(OC)c1OC (centres undefined)	22	-5[fluorescence artefact?]	-4	2	7	-1	-0.6	-23	-3.4
O=C(O)C1CCCCC1C(=O)OCCCCOC(=O)C1CCCCC1C(=O)O (centres undefined)	-3	-5	0	3	6	-1	-0.1	-19	0.8

Entries listed above marked active in Wee1 degr inh:
SMILES	NPY2 pot ag	eIF4E-4G inh	Wee1 degr inh	S1P4 antagonist	PERK inh	MDM2 E3 inh	S1P4 agonist
CCOc1ccccc1N(CC(=O)NCCSc1ccccc1)S(C)(=O)=O	1	-1	9.1*	-28	0.2	-5	2.0

Continuation.
Compound	NPY2 pot ag	eIF4E-4G inh	Ba/F3 V617F tox	Wee1 degr inh	S1P4 antagonist	BaF3 parental	PERK inh	MDM2 E3 inh	S1P4 agonist
O=C(CCN1C(=O)c2ccc([N+](=O)[O-])cc2C1=O)Nc1cccc(O)c1	-3	-2	-2	2	-13	5	0.9	-7	0.4
CCOC(=O)Cn1nc(-c2ccc(Cl)cc2)ccc1=O	1	8	-2	-3	-10	3	-0.4	11	2.4
O=C(Cn1nnc(-c2ccccc2)n1)N/N=C/c1ccco1	3	2	1	-3	-15	0	-0.1	-9	-0.3
COc1cccc(NC(=O)COC(=O)c2c3c(nc4ccccc24)CCC(C)C3)c1 (centres undefined)	12	-1	2	-1	2	0	-1.8	-40	0.8
O=[N+]([O-])c1ccc(NNC(=S)Nc2ccccc2)cc1	11	-5	-1	1	4	6	0.3	-11	0.7
CSc1nc2ccc3nc(NC(=O)c4ccc(C)cc4)sc3c2s1	2	1	-5	5	-40	0	1.4	-13	1.8
CCSc1nnc(NC(=O)[C@H](C)NC(=O)c2ccccc2Cl)s1	-6	2	3	-3	1	9	-0.5	-6	1.8
CC(=O)c1ccc(Nc2nc(=O)c3cccnc3s2)cc1	11	4	3	1	-7	7	-1.5	-6	1.1
Cc1cccn2c(=O)c3cc(C(=O)NCCN4CCOCC4)c(=N)n(CCc4ccccc4)c3nc12	13	5	3	0	-6	9	-1.3	-12	8.6
Cc1cnc(C(=O)OCC(=O)NC(=O)NC(C)C)cn1	-7	-2	0	8	-9	5	2.0	-13	1.0
O=C(CSc1nc2ccccc2c(=O)n1NC(=O)Cc1ccccc1)NCc1ccco1	-2	-4	-2	1	16	2	0.4	-3	1.6
COCCNC(=O)C(=O)NNS(=O)(=O)c1ccc2ccccc2c1	-25	-3	2	-2	-10	3	0.3	-4	1.3
COc1ccc(/C=C(/CC(=O)Nc2ccc(C)cc2)c2nc3ccccc3s2)cc1	-6	5	-3	-2	-3	1	0.5	-1	0.8
Cc1ccc(CNC(=O)CCC2CCCN(Cc3ccc4cccc(F)c4n3)C2)o1 (centres undefined)	-25	0	-1	-3	3	7	2.1	-13	0.8
CCCCC(CC)CNC(=O)Cn1c(=O)[nH]c2ccsc2c1=O (centres undefined)	5	0	3	2	7	4	1.1	-5	-0.1
Cc1ccccc1-c1nnc(SCC(=O)Nc2ccc3c(c2)OCCO3)n1N	-8	-9	-4	1	-14	2	0.3	-5	-0.4
O=C(Nc1nccs1)c1ccc(-c2ccccc2Cl)o1	-3	3	-3	1	-13	4	0.3	-9	0.3
CCOC(=O)c1cnc2ccc(Br)cc2c1NCCO	7	5	0	-2	8	-2	0.1	1	0.1
C/C(=N\Nc1ccc(C(=O)O)cc1)c1nc2ccccc2n1C	4	-2[fluorescence artefact?]	-4	1	-5	2	0.2	-17	2.7
Cc1ccc(CC2CC(=O)N(c3cc(C)on3)C2=O)cc1 (centres undefined)	8	-2[fluorescence artefact?]	-3	1	-8	5	0.9	-14	1.2
CCOC(=O)NC(=O)C(=CNc1ccccc1OC)C(=O)NC(=O)OCC	-21	4[fluorescence artefact?]	4	-1	4	6	0.1	6	0.8
COc1ccc(CCN=C(N)NS(=O)(=O)c2cccs2)cc1	7	-2	-1	1	-6	4	0.8	10	2.8
Cc1ccc(C(=O)Nc2ccon2)cc1S(=O)(=O)N1CCCC1	8	2[fluorescence artefact?]	-1	-2	-10	0	-0.3	-4	-0.2
Oc1ccc(Nc2nc(-c3ccc4ccccc4c3)cs2)cc1	25	3	99*	-1	23	57*	-0.7	-47	1.0
CCOC(=O)C1(Cc2ccccc2)CCN(Cc2cn(CC(=O)OC)c3ccccc23)CC1	-28	0	-1	1	30*	3	0.5	-6	0.6

One compound at a time, from the list above.
Results for `Cc1cc(C)cc(C(=O)NCC(=O)OCC(=O)N2CCN(S(=O)(=O)c3ccc4ccccc4c3)CC2)c1` → NPY2 pot ag: 8; eIF4E-4G inh: 17; Ba/F3 V617F tox: -1; Wee1 degr inh: 4; S1P4 antagonist: 2; BaF3 parental: 7; PERK inh: 1.9; MDM2 E3 inh: 6; S1P4 agonist: 0.6
Results for `Cc1cnc(C(=O)OCC(=O)NC(=O)NC(C)C)cn1` → NPY2 pot ag: -7; eIF4E-4G inh: -2; Ba/F3 V617F tox: 0; Wee1 degr inh: 8; S1P4 antagonist: -9; BaF3 parental: 5; PERK inh: 2.0; MDM2 E3 inh: -13; S1P4 agonist: 1.0

(next part)
Compound	NPY2 pot ag	eIF4E-4G inh	Ba/F3 V617F tox	Wee1 degr inh	S1P4 antagonist	BaF3 parental	PERK inh	MDM2 E3 inh	S1P4 agonist
CCOC(=O)C1=C(c2ccccc2)OC(N)=C(C#N)C1C1CCCCC1 (centres undefined)	10	0	-4	-2	-9	1	1.4	-2	0.2
O=C(COC(=O)[C@@H]1CCCN1C(=O)c1cccs1)NCCc1ccccc1	-11	8	-1	5	-13	2	1.5	-11	-3.0
Cc1cccc2nc(CSc3nc4ccccc4o3)cn12	4	3	-1	4	6	-2	-0.5	-2	-0.1
COc1ccc(C2CC(=O)n3c(nc4ccccc43)S2)cc1OC (centres undefined)	3	3	0	0	3	-1	0.9	-5	-0.7
CCOC(=O)C1C(=O)NC(N2CCc3ccccc32)=NC1c1ccccc1 (centres undefined)	1	-4	-3	-2	3	1	-0.6	-6	1.2
O=C1Nc2ccccc2C1(c1ccccc1)c1ccccc1	-4	1	0	-2	-3	0	-1.4	-7	-1.0
CCN1CCN(CCCNC(=O)c2ccc(/C=C3/Sc4ccccc4N(Cc4ccccc4F)C3=O)cc2)CC1	1	19	3	3	2	6	-0.3	-18	0.3
COC(=O)c1sccc1NC(=O)c1ccc(OC)c([N+](=O)[O-])c1	-4	9	2	0	4	7	1.3	-21	-1.7
c1nc(N2CCCCC2)c2[nH]cnc2n1	-9	3	-1	0	-6	3	-0.4	-12	0.1
c1cncc(-c2nc3ccccn3c2Nc2ccc3c(c2)OCCO3)c1	11	2	-2	0	-10	1	-0.4	-13	-1.2
Cn1c(=O)c2ncn(CC(=O)N=Nc3c(O)[nH]c4ccccc34)c2n(C)c1=O	11	5	-7	1	-20	-1	0.9	-15	-0.3
N/C(=N\OC(=O)Cc1ccc(-c2ccccc2)cc1)c1ccncc1	-6	0	-3	3	-2	-1	-0.6	-16	-1.2
Cc1c(C(=O)N2CCOCC2)cc(C(C)(C)C)n1-c1ccccc1	7	1	-3	2	5	4	-0.5	-8	1.4
O=C(c1ccco1)N1CCN(Cc2ccccc2C(F)(F)F)CC1	5	.	0	-2	-8	4	0.0	.	-0.4
Cc1cc(=O)n(-c2ccc(C(=O)O)cc2)[nH]1	-6	-2	2	-3	-7	6	0.8	-6	1.3
CC(C)CNC(=S)NC(=O)c1csc([N+](=O)[O-])c1	10	7	-1	-3	-3	-2	0.8	-9	1.8
